Yeast tox: Inhibitors of S. cerevisiae growth, toxicity | S. cerevisiae wild-type growth, A595 turbidity, 16 h | growth inhibition, % at 25 µM (by protocol) | actives 0.3% (n = 30,000);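 active = mutant and wild-type yeast strains alike exhibit over 30% growth inhibition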;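 also: 0% = untreated cell controls and 100% = YPD media blanks without cells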
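Incubation: 16 h growth with compound, 30 °C; Material: S. cerevisiae wild-type or eIF2Bepsilon-R284H mutant strain; Signal: turbidity measured as absorbance at 595 nm; Medium: YPD yeast growth medium; Measure: growth inhibition (%) versus cell controls and blanks; Doses: 25 µM single dose.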
eIF2B yeast act: modulators of yeast eIF2B activity; S. cerevisiae eIF2B-epsilon R284H, GCN4-lacZ luminescence; inhibition, % at 25 µM (by protocol); actives 0.91% (n = 27,000); AID 688;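 active = mutant luminescence inhibited past about 50% while wild type luminescence and mutant growth stay under set limits, limit read from the data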; also: some compounds called inactive have numbers as strong as hits
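Material: yeast eIF2B-epsilon R284H mutant carrying GCN4–beta-galactosidase fusion. Medium: YPD yeast growth medium. Incubation: 16 h growth with compound at 30 °C, 90 min Beta-Glo step. Signal: Beta-Glo luminescence plus absorbance at 595 nm. Evaluation: % inhibition of reporter signal and growth versus controls. Doses: 25 µM single dose.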
Yeast tox inhibition %: also measured in Yeast tox; calls as there; growth inhibition, %; S. cerevisiae eIF2Bepsilon-R284H mutant growth, A595 turbidity, 16 h;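 each compound tested once at 25 µM; 0% equals untreated cells and 100% equals cell-free medium blanks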
eIF2B yeast act mutant toxicity: also measured in eIF2B yeast act; calls as there; growth inhibition, %; measured here: mutant yeast growth, toxicity;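 each compound tested once at 25 µM; zero equals untreated control growth and 100 equals blank medium absorbance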
* = called active by the depositor; nt = not tested or not shown. The list is partial; the hit share may differ from the screen's.

SMILES	Yeast tox	Yeast tox inhibition %	eIF2B yeast act	eIF2B yeast act mutant toxicity
C#CCOC(=O)CCC(=O)NCCc1ccccc1	11	21	-24	21
CCOC(=O)CSc1nc(N)c(C#N)c(-c2ccc(OC)cc2)c1C#N	-32	-7	-1	-7
O=C(CCN1C(=O)COc2ccccc21)NCCC1=CCCCC1	13	19	19	19
O=C(COC(=O)c1ccccc1NC(=O)c1ccco1)NCc1ccc2c(c1)OCO2	-69	-11	-9	-11
COc1ccccc1C(=O)N(Cc1ccco1)C1CCS(=O)(=O)C1 (stereo unspecified)	-7	-19	16	-19
CSCC[C@H](NC(=O)OC(C)(C)C)C(=O)N1CCC(C(=O)N[C@H](C(=O)O)C(C)C)CC1	4	7	-24	7
OCCSc1nnc(Nc2ccccc2)s1	16	7	31	7
CNc1nc(-c2c[nH]c3ccccc23)cs1	23	25	23	25
CCC(=O)Nc1ccc(N2CCN(Cc3ccccc3F)CC2)cc1	20	0	-39	nt
C=CCn1c(N)cc(=O)nc1SC(C)C(=O)Nc1cccc2ccccc12 (stereo unspecified)	11	0	14	nt
CC1CCN(S(=O)(=O)c2ccc(NC(=O)Cc3ccccc3)cc2)CC1	15	9	11	9
O=C(CCc1ccccc1)Nc1cccc(NC(=O)CCc2ccccc2)c1	-1	11	nt	nt
CC1CCCCN1C(=O)CSc1nc2cc3c(cc2c(=O)n1Cc1ccc2c(c1)OCO2)OCO3 (stereo unspecified)	-26	-23	17	-23
CC1(C)CC(=O)C2=C(C1)OC(/N=C/N1CCOCC1)=C(C#N)C2c1ccccc1 (stereo unspecified)	1	3	16	3
Cc1ccc(NC2c3ncccc3C(=O)N2C2CCCCC2)cc1 (stereo unspecified)	-3	-9	26	-9
COc1ccccc1N1CCN(C(=O)CN(c2ccc(C)c(C)c2)S(C)(=O)=O)CC1	13	10	13	10
CCOC(=O)c1ccc2c(c1)n(CCO)c(C)[n+]2CC	7	19	25	19
CC(CO)Nc1nc(SCc2ccccc2)nc2sc3c(c12)CCC3 (stereo unspecified)	-2	-20	9	-20
CC1CC(C)(C)NC(=S)S1 (stereo unspecified)	1	0	-15	nt
CCCCCn1c(SCCC(C)C)nc2c1c(=O)[nH]c(=O)n2C	-35	-11	nt	nt
O=C(CSc1nnnn1C1CCCCC1)NCc1ccc2c(c1)OCO2	-1	-4	28	-4
COc1cccc(N2CCN(Cc3ccsc3)CC2)c1	-7	12	17	12
CN(Cc1ccccc1)C(=O)COc1ccccc1	1	17	nt	nt
CCOC(=O)c1c(NC(=O)c2ccc(S(=O)(=O)N3CCOCC3)cc2)sc2c1CCN(C)C2	-5	13	22	13
CC(C)C1Oc2ccccc2N(CC(=O)N(Cc2ccncc2)Cc2ccco2)C1=O (stereo unspecified)	1	6	-21	6

5 of these compounds, set out differently.
mol,Yeast tox,Yeast tox inhibition %,eIF2B yeast act,eIF2B yeast act mutant toxicity
CCCCCn1c(SCCC(C)C)nc2c1c(=O)[nH]c(=O)n2C,-35,-11,nt,nt
O=C(CSc1nnnn1C1CCCCC1)NCc1ccc2c(c1)OCO2,-1,-4,28,-4
COc1cccc(N2CCN(Cc3ccsc3)CC2)c1,-7,12,17,12
CN(Cc1ccccc1)C(=O)COc1ccccc1,1,17,nt,nt
CCOC(=O)c1c(NC(=O)c2ccc(S(=O)(=O)N3CCOCC3)cc2)sc2c1CCN(C)C2,-5,13,22,13

Other records.
SMILES	Yeast tox	Yeast tox inhibition %	eIF2B yeast act	eIF2B yeast act mutant toxicity
CCOc1ccc(C2/C(=C(\O)c3ccc(OC)c(OC)c3)C(=O)C(=O)N2c2cc(C)on2)cc1OC (stereo unspecified)	-5	4	17	4
CC(C)c1cc(C(N)=O)c(NC(=O)C2CCC2)s1	-6	15	nt	nt
CCCNC(=O)Cc1c(O)c2ccccc2[nH]c1=O	6	-5	2	-5
O=C(CCc1ccccc1)Nc1ccc2c(c1)OCCO2	7	-10	-6	-10
Cc1ccc2c(c1)c1ncn(CCC3=CCCCC3)c(=O)c1n2C	-4	-20	23	-20
CCOC(=O)C1CCN(C(=O)CCc2c(C)nc3ncnn3c2C)CC1	4	9	7	9
C=CCSc1nnc2c(n1)OC(c1cccnc1)N(C(C)=O)c1ccccc1-2 (stereo unspecified)	-9	-11	55*	nt
COCCCNC(=O)c1ccc(Cn2c(=O)c3ccccc3n(Cc3ccccc3C)c2=O)cc1	-4	0	-50	nt
C/C(CCc1oc2ccc(Cl)cc2c1-c1ccc(C)o1)=N\O	-24	4	36	4
Cc1cc(C)nc(NCC(O)CNc2ccccc2C)n1 (stereo unspecified)	8	5	-8	5
Cc1ccc(S(=O)(=O)N(C)CC(=O)N2CCOCC2)cc1	1	0	nt	nt
CCOC(=O)C1CCCN(C(=O)c2cncc(Br)c2)C1 (stereo unspecified)	-8	7	23	7
Cc1ccc(C)c(CSc2ncccc2C(=O)O)c1	5	9	15	9
O=C(c1ccc(Cl)cc1)c1cnc2ccccn12	21	10	25	10
CCCCN(CCCC)CCNC(=O)CNC(=O)c1cccs1	6	9	nt	nt
Cc1ccc(-n2c(O)c(/C=N/n3cnnc3)c3ccccc3c2=O)cc1	1	-23	-8	-23
O=C(NCC1COc2ccccc2O1)c1ccc(NC(=O)C2CCCO2)cc1 (stereo unspecified)	14	6	26	6
CC(C)c1nc(-c2c(N)n(C)c(=O)n(C)c2=O)sc1C(=O)C(C)(C)C	17	-7	21	-7
Cc1ccc2[nH]c3c(NCCN4CCOCC4)ncnc3c2c1	12	-4	-24	-4
Cc1nc2ccc(S(=O)(=O)NCC(=O)N3CCN(c4ccccn4)CC3)cc2s1	13	9	21	9
CC(C)(C)c1nc(S(=O)(=O)c2ccc(Cl)cc2)c(N2CCOCC2)o1	-4	-15	nt	nt
COc1ccc(CN2C(=O)NC3(CCCCCC3)C2=O)cc1F	-6	5	35	5
COc1cccc(NC(=O)C2CC(=O)N=C(N)S2)c1 (stereo unspecified)	1	26	nt	nt
COc1cccc(NC(=O)C2C3CC4OC(=O)C2C4C3)c1 (stereo unspecified)	-10	16	-13	16
CC(C)CCOCC(=O)Nc1cccc(C(=O)O)c1	17	11	-24	11

Remaining list, next part
SMILES	Yeast tox	Yeast tox inhibition %	eIF2B yeast act	eIF2B yeast act mutant toxicity
COc1cc(C(=O)Nc2ccc(NC(=O)C(C)C)nc2)cc(OC)c1OC	12	12	20	12
CCc1cc2cc(C)cc(C)c2nc1SCC(=O)N1CCN(C(=O)c2ccco2)CC1	4	-4	23	-4
FC(F)(F)c1cnc2c(c1)Nc1ccccc1S2	2	-4	28	-4
C(=N\n1cnnc1)/c1cccc(Oc2ccccc2)c1	17	27	2	27
Cc1ccc(S(=O)(=O)N2CCCOC2)cc1	-2	15	nt	nt
CCCOC(=O)Nc1cc(OC)c(Cl)cc1OC	4	-5	5	-5
CCC(CO)NCCNC(CC)CO (stereo unspecified)	18	8	25	8
CCOC(=O)c1ccc(NS(=O)(=O)CC)cc1	7	-2	nt	nt
CCc1ccc(NC(=O)N(CCCOC(C)C)C2CCN(C(C)=O)CC2)cc1	14	4	17	4
CSCC[C@H](NC(=O)OC(C)(C)C)C(=O)N1CCC(C(=O)N[C@@H](C)C(=O)O)CC1	10	10	-9	10
Cn1ccnc1C(=O)c1cc(=O)c2ccccc2o1	17	4	32	4
O=C(Nc1ccccc1C(=O)NC1CCCCC1)c1ccco1	-2	3	17	3
O=C1c2ccccc2NC(c2cnc3ccccc3n2)N1O (stereo unspecified)	13	-10	38	-10
O=C(Nc1ccc(NC(=O)C2CCCCC2)nc1)c1ccco1	-6	-2	-1	-2
Cc1cccc(C(=O)Nc2cccc(C(=O)N3CCOCC3)c2)c1	4	23	22	23
CC1CCc2nc(NC(=O)CN3CCN(c4ccc(F)cc4)CC3)sc2C1 (stereo unspecified)	6	5	-24	5
Cc1ccc(-n2c(-c3ccncc3)nnc2-c2ccco2)cc1	-4	-15	23	-15
CC(=O)Nc1cccc(NC(=O)CCn2cnc3cc(C)c(C)cc32)c1	3	-7	-6	-7
Cc1cccc(Oc2ccc(N)cc2)c1	46	19	nt	nt
Cn1c(NCC2CCCO2)nc2c1c(=O)n(Cc1ccccc1)c(=O)n2C (stereo unspecified)	16	0	4	nt
CCC1CCCCN1C(=O)Cn1c(C(=O)OC)cc2sc(Cl)cc21 (stereo unspecified)	nt	nt	17	nt
O=C(Nc1cccc(NC(=O)c2ccco2)c1)c1ccc2c(c1)OCO2	nt	nt	-28	nt
O=C(O)CCC(=O)c1ccc2c(c1)OCCCO2	-11	21	13	21
Cn1c(C(=O)N2CCCC(C(=O)O)C2)cc2sccc21 (stereo unspecified)	25	-7	20	-7
CCc1nc2sc(C#N)c(N)c2c2c1CCCC2	-13	-19	24	-19

Compounds listed so far that contain a COOH group, in the order listed:
SMILES	Yeast tox	Yeast tox inhibition %	eIF2B yeast act	eIF2B yeast act mutant toxicity
CSCC[C@H](NC(=O)OC(C)(C)C)C(=O)N1CCC(C(=O)N[C@H](C(=O)O)C(C)C)CC1	4	7	-24	7
Cc1ccc(C)c(CSc2ncccc2C(=O)O)c1	5	9	15	9
CC(C)CCOCC(=O)Nc1cccc(C(=O)O)c1	17	11	-24	11
CSCC[C@H](NC(=O)OC(C)(C)C)C(=O)N1CCC(C(=O)N[C@@H](C)C(=O)O)CC1	10	10	-9	10
O=C(O)CCC(=O)c1ccc2c(c1)OCCCO2	-11	21	13	21
Cn1c(C(=O)N2CCCC(C(=O)O)C2)cc2sccc21 (stereo unspecified)	25	-7	20	-7

Further records
SMILES	Yeast tox	Yeast tox inhibition %	eIF2B yeast act	eIF2B yeast act mutant toxicity
CCOc1cccc(-c2nnc3sc(C4CCCCC4)nn23)c1	nt	nt	-20	nt
Cn1c(N)c(C(=O)COC(=O)C2CCCCC2)c(=O)n(C)c1=O	5	13	nt	nt
C=C(C)C1Cc2c(C)nn(-c3cc(C)c4ccccc4n3)c2C1 (stereo unspecified)	-5	-24	18	-24
O=C(O)CN=C1NC2(CCCCC2)Cc2ccccc21	5	-11	-10	-11
Cc1ccc(C)n1-c1ccc(C(=O)N2CCOCC2)cc1	2	-21	-18	-21
CCOC(=O)N1CCC(NC(=O)CCN2C(=O)C3C4C=CC(C4)C3C2=O)CC1 (stereo unspecified)	-14	-20	29	-20
CCOC(=O)c1ccc(Nc2ncnc3nc[nH]c23)cc1	nt	nt	43	nt
O=C1C2C3C=CC(C3)C2C(=O)N1c1cccc2cccnc12 (stereo unspecified)	11	-11	11	-11
Cn1nnnc1SCC(=O)N1c2ccccc2Sc2ccc(Cl)cc21	15	4	8	4
O=C(N1CCOCC1)N1CCN(c2ccc(F)cc2)CC1	13	6	18	6
CC(=O)c1cc(C(=O)Nc2ccc(C(=O)O)cc2)oc1C	12	15	nt	nt
CC(C)N(C(=O)Cn1c(SCC(=O)N2CCN(c3ccccc3)CC2)nc2ccccc21)C(C)C	-1	-5	-15	-5
CCOC(CNC(=O)c1cccn2c(=O)c3cc(Cl)ccc3nc12)OCC	7	0	nt	nt
Cn1c(SCC(=O)n2c3c(c4ccccc42)CCCC3)nnc1-c1ccccc1	16	3	nt	nt
O=C(CSc1ncn(-c2ccccc2)n1)Nc1ccc(Br)cn1	-2	12	15	12
O=[N+]([O-])c1ccc(N2CCN(c3ccc(Cl)nn3)CC2)c(Cl)c1	23	24	nt	nt
O=c1cc(-c2ccco2)oc2c1ccc1ccccc12	-18	-2	17	-2
O=C(O)Cc1ccc(NC(=O)c2cccs2)cc1	-7	-19	36	-19
C=CCn1c(-c2cccs2)nc2ccccc21	4	13	-5	13
Cn1c(=O)c(C(=O)CN2CCOCC2)c(N)n(Cc2ccccc2)c1=O	14	0	21	nt
OC1(c2ccc(OC(F)F)cc2)CSC(=Nc2cccnc2)N1C1CC1 (stereo unspecified)	-6	7	-47	7
CC(Oc1ccc(Cl)cc1Cl)c1nc(-c2ccc(NC(=O)c3ccccn3)cc2)no1 (stereo unspecified)	4	-41	-8	-41
CCCn1nnnc1NC(=O)CSc1ccc(Cl)cc1	-3	-3	17	-3
Cc1ccc(-n2c(CCC(=O)O)ccc2-c2cccs2)cc1	19	12	19	12
COc1cccc(OC)c1OCCOc1ccccc1OC(C)C	30	14	11	14

The list continues.
SMILES	Yeast tox	Yeast tox inhibition %	eIF2B yeast act	eIF2B yeast act mutant toxicity
COc1nc(NC(C)(C)C)nc(Oc2ccc(=O)n(-c3ccccc3)n2)n1	7	15	17	15
CCCC(=Nc1ccc(N)cc1)C1=C(O)C(C(=O)OC)C(C)(C)CC1=O (stereo unspecified)	3	-5	11	-5
Cc1nnc(SCC(=O)N2CCCCC2)n1CC1CCCO1 (stereo unspecified)	-15	11	-1	11
O=C(CSc1nc(O)cc(=O)n1-c1ccccc1)NC1CCCCC1	4	3	nt	nt
Cc1nn(CCC#N)c(NC(=O)c2ccc(Cl)cc2)c1P(=O)(Nc1ccc([N+](=O)[O-])cc1)N1CCOCC1 (stereo unspecified)	9	8	-2	8
CCCC(=O)c1ccc(N2CCCC2)c(F)c1	11	2	27	2

Source: PubChem (PCMD)
